NCI-60 one-dose screen, 48 h, at 10 µM unless noted. Numbers give growth in % (100 = growth as untreated, 0 = no growth, -100 = all killed).
SK-MEL-2 – SK-MEL-2 melanoma. actives 4.7% (n = 77,000). AID 1794763
MALME-3M – MALME-3M melanoma; actives 5.8% (n = 78,000); AID 1794766
LOX IMVI – LOX IMVI melanoma; actives 7.4% (n = 79,000)
SK-MEL-28 – SK-MEL-28 melanoma. actives 4.1% (n = 81,000). AID 1794761
HS 578T – HS 578T breast cancer; actives 4.1% (n = 78,000)
UACC-62 – UACC-62 melanoma; actives 5.4% (n = 81,000)
SK-MEL-5 – SK-MEL-5 melanoma. actives 6.4% (n = 80,000)
UACC-257 – UACC-257 melanoma | actives 4.4% (n = 78,000)
* = called active by the depositor; x = no result given; & = joins results of further samples. The calls were made as follows: active = growth percent below 10; inactive = the rest.

SMILES	SK-MEL-2	MALME-3M	LOX IMVI	SK-MEL-28	HS 578T	UACC-62	SK-MEL-5	UACC-257
CC(C)(C)NCCC(O)c1cc2c(Cl)cc(Cl)cc2c2cc(C(F)(F)F)ccc12 (configuration not stated)	-69*	-53*	-71*	-92*	-57*	-77*	-63*	-82*
COc1cc(/C(=C2/C=Nc3ccccc32)c2c[nH]c3ccccc23)ccc1O	97	113	81	97	97	73	97	96
Cc1cn(C2CCCCO2)c(=O)nc1NO (configuration not stated)	120	137	110	116	87	104	108	106
O=C1CC(c2ccc(F)c(F)c2)c2snc(C(=O)O)c2N1 (configuration not stated)	108	98	100	103	99	95	106	97
C[n+]1cc2c3c(ccc2c2ccc4cc5c(cc4c21)OCO5)OCO3	-77*	-77*	-74*	-92*	-3.0*	-67*	-99*	-88*
CCN(c1ccc2c(c1)C(C)(C)CCC2(C)C)c1ncc(C(=O)O)cn1	84	73	94	101	78	107	84	77
Nc1ccc2c(c1)Cc1cc(N)c(Cl)cc1-2	102	x	104	103	90	84	94	94
CC1(C)CC(=O)C2=C(C1)N(c1ccc(OC(F)(F)F)cc1)C(N)=C(C#N)C2c1ccc(Br)o1 (configuration not stated)	100	84	94	98	82	74	79	80
CCC1(C(OC)OC)NC(=O)NC1=O (configuration not stated)	95	97	101	115	102	105	100	x
COc1ccc(N=CC2CCCCC2=O)c([N+](=O)[O-])c1 (configuration not stated)	86	75	91	107	107	79	86	93
O=C1CNC(c2ccccc2[N+](=O)[O-])N1O (configuration not stated)	95	103	95	110	107	108	100	95
CCOc1ccc2nc(NC(=O)c3ccc(C(C)(C)C)cc3)sc2c1	102	x	87	94	102	76	74	80
COc1cc(OC)cc(C2C3=C(COC3=O)Nc3cc(OC)ccc32)c1 (configuration not stated)	1.7*	72	26	64	68	36	-24*	46
NC1=NC(=O)NCC1	105	102	102	123	104	97	101	92
O=C1NC2=C(Cc3ccccc32)C(c2c[nH]c3ccccc23)N1 (configuration not stated)	96	95	90	110	107	94	98	108
CC1(C)OC(=O)C(=Cc2cccc(C#N)c2)C(=O)O1	114	96	97	102	99	96	97	125
Cc1nc2ccc(Cl)cn2c1-c1nnc(SCc2ccccc2[N+](=O)[O-])o1	105	95	112	94	78	84	93	102
Cc1ccccc1CNC(=O)C1CN(c2ccc(Cl)cc2)N(c2ccc(Cl)cc2)C1=O (configuration not stated)	92	91	93	91	85	61	86	79
CCOC(=O)c1sc(NC(=O)COc2cccc(/C=C3\Cc4ccc(Cl)cc4C3=O)c2)nc1C	x	138	98	118	110	96	97	110
c1ccc(-c2nc3ccccn3c2NCCN2CCOCC2)cc1	100	91	93	104	89	92	96	92
Cn1c(O)c(/C=N/c2nccs2)c2ccccc21	102	108	89	114	101	89	90	100
COc1cc(/C=C2\CCc3ccccc3C2=O)cc(OC)c1OC	99	78	69	94	117	78	79	82
CC1(C)Cc2cc(O)ccc2O1	127	124	102	117	92	98	100	120
O=c1[nH]c2ccc(Cl)cc2c2ccccc12	107	61	99	95	75	88	71	105
Cc1cc(C)c2c(c1)N1C=NNC(=O)C1CC(O)C2 (configuration not stated)	99	103	104	114	103	100	107	73

6 entries drawn at random from the list so far, as already listed:
SMILES	SK-MEL-2	MALME-3M	LOX IMVI	SK-MEL-28	HS 578T	UACC-62	SK-MEL-5	UACC-257
CC1(C)CC(=O)C2=C(C1)N(c1ccc(OC(F)(F)F)cc1)C(N)=C(C#N)C2c1ccc(Br)o1 (configuration not stated)	100	84	94	98	82	74	79	80
Cc1cn(C2CCCCO2)c(=O)nc1NO (configuration not stated)	120	137	110	116	87	104	108	106
Cc1ccccc1CNC(=O)C1CN(c2ccc(Cl)cc2)N(c2ccc(Cl)cc2)C1=O (configuration not stated)	92	91	93	91	85	61	86	79
c1ccc(-c2nc3ccccn3c2NCCN2CCOCC2)cc1	100	91	93	104	89	92	96	92
O=C1CNC(c2ccccc2[N+](=O)[O-])N1O (configuration not stated)	95	103	95	110	107	108	100	95
CC1(C)Cc2cc(O)ccc2O1	127	124	102	117	92	98	100	120

As entered above:
SK-MEL-5, O=C1NC2=C(Cc3ccccc32)C(c2c[nH]c3ccccc23)N1 (configuration not stated) reads 98
UACC-257, CCOc1ccc2nc(NC(=O)c3ccc(C(C)(C)C)cc3)sc2c1 reads 80
SK-MEL-5, O=C1CC(c2ccc(F)c(F)c2)c2snc(C(=O)O)c2N1 (configuration not stated) reads 106
SK-MEL-28, O=C1CNC(c2ccccc2[N+](=O)[O-])N1O (configuration not stated) reads 110

(list continues)
SMILES	SK-MEL-2	MALME-3M	LOX IMVI	SK-MEL-28	HS 578T	UACC-62	SK-MEL-5	UACC-257
CCCOC(=O)c1cccc(C)c1	103	90	93	99	100	107	96	102
c1cn2cc(-c3ccc4ncn(C5CCCCC5)c4c3)nc(-c3ccc4ncn(C5CCCCC5)c4c3)c2n1	68	93	33	76	57	48	44	65
N#Cc1ccc(OC(=O)Nc2cccc(Cl)c2Cl)cc1	x	84	x	101	96	79	94	108
O=C(O)C1Cc2c([nH]c3ccccc23)C(c2ccc(Cl)cc2Cl)N1 (configuration not stated)	87	102	96	105	92	112	101	101
Cc1ccccc1-n1c(C)nc2cc(NC(=O)c3ccccc3)ccc2c1=O	x	94	106	105	102	73	84	102
C=CC(=O)N[C@@H](/C=C/C(=O)OCC)Cc1ccc(-c2cc(Cl)cc(Cl)c2)cc1	14	4.1*	37	40	40	9.0*	-88*	-2.7*
CC(=O)NCNC(C)=O	x	x	113	107	111	112	102	95
CCOC(=O)c1c2c(c(-c3ccc(OC)cc3)n1Cc1cccc(OC)c1)CCCc1cnoc1-2	88	100	85	100	99	94	99	96
CCN(CC)c1ccc(N)cc1	99&97&131	95&151&110	101&86&96	93&108&105	100&107&99	96&88&83	80&100&104	96&96&109
COc1cccc(-c2nc3ccc(C(=O)NN4C(=O)c5ccc(C(=O)O)cc5C4=O)cc3[nH]2)c1	113	101	105	105	100	96	106	109
COc1ccc(-n2ncn(CCCn3cnn(-c4ccc(OC)cc4)c3=O)c2=O)cc1	100	107	x	108	113	93	110	97
CCOC(=O)C1=C(C)NC(SCc2cc(=O)oc3ccc(F)cc23)=N[C@@H]1c1cccc2ccccc12	85	112	100	109	106	86	100	109
NC(=O)c1ccccc1OCC(=O)Nc1ccc(Cl)c(Cl)c1	107	100	108	107	99	83	100	112
Oc1ccc2ccccc2c1CN1CCCCC1	111	97	100	110	99	104	96	115
C=CCSc1nc(-c2cc(OC)ccc2OC)cc(-c2ccccc2)c1C#N	86	93	89	92	108	93	92	86
C#CCCCN(Cc1ccc(S(C)(=O)=O)cc1)Cc1ccccc1OC	91	89	93	114	102	94	99	x
CC(=O)n1ncc2ccc([N+](=O)[O-])cc21	108	81	101	112	105	97	99	103
CCCCCCC1CCN(CC(=O)c2ccccc2)CC1	105	93	87	103	93	91	90	102
O=C(C[n+]1cccc(Br)c1)c1ccc2ccccc2c1	115	142	108	121	86	98	101	121
C#CCSc1nnc(-c2ccncc2)o1	100	82	x	97	107	89	104	83
COC(=O)/C=C(/C(=O)OC)N(O)C(=O)CN1C(=O)c2ccccc2C1=O	102	100	95	106	118	92	103	94
COc1ccc(Sc2nc(NC3CCCC3)nc(Sc3ccc(OC)cc3)n2)cc1	88	86	86	97	84	76	67	96
Cc1c(NC(=O)CCl)c(=O)n(-c2ccccc2)n1C	113	104	98	108	130	109	100	100
CCN(CC)C(C)(C)COC(=O)c1ccc(N)cc1	116	x	97	108	115	102	101	115
Cc1cc(C)c(N2C(=O)CC(Nc3ccc(Cl)c(Cl)c3)C2=O)c(C)c1 (configuration not stated)	x	92	97	97	89	85	88	97
(list continues)
SMILES	SK-MEL-2	MALME-3M	LOX IMVI	SK-MEL-28	HS 578T	UACC-62	SK-MEL-5	UACC-257
O=c1[nH]cnc2c1C(c1ccc(Br)cc1)c1sc3c(F)cccc3c1O2 (configuration not stated)	110	96	99	105	85	83	99	106
O=C(CSc1nnc(COc2cnc3ccccc3n2)o1)Nc1ccc(Cl)c(Cl)c1	106	91	74	104	102	86	94	114
CSC(=O)NNC(=O)c1ccncc1	120	111	100	107	123	112	112	105
O=C(c1cccc(Cl)c1)N1CCN(c2ccnc3cc(Cl)ccc23)CC1	86	95	101	92	98	68	84	83
CCC(CC(Br)C(=O)O)NC(=O)c1ccccc1 (configuration not stated)	100	99	98	111	105	94	105	100
C=C(C)[C@@H]1CC[C@]2(C(=O)O)CC[C@]3(C)[C@H](CC[C@@H]4[C@@]5(C)C[C@@H](CC#Cc6cccs6)[C@H](O)C(C)(C)[C@@H]5CC[C@]43C)[C@@H]12	67	92	52	96	80	61	59	72
CNC(=O)C1COc2ccccc2O1 (configuration not stated)	98	105	97	107	106	103	100	94
CC(C)OCCCNc1nc2c(cnn2C)c(=O)[nH]1	105	x	98	112	95	101	107	102
c1cnc2cc3oc4ccccc4c3nc2c1	101	112	103	105	103	96	x	112
O=c1c2ccccc2nc(SCc2ccc(Cl)cc2)n1CCc1ccccc1	98	x	89	113	111	79	92	97
O=S(=O)(Cc1ccccc1)c1nc2ccccc2s1	58	74	11	94	96	71	67	79
Cn1cc(-c2csc(-c3cn(CCNC(=O)OC(C)(C)C)c4ccc(Br)cc34)n2)c2cccnc21	99	100	78	89	85	x	60	98
CC(C)(O)c1cccc(F)c1	124	101	98	101	103	89	103	108
CC(C)c1ccc2c(c1)CCC1C(C)(N=C=O)CCCC21C (configuration not stated)	146	118	93	116	110	92	100	95
O=C(/C=C\c1ccc(OCCCCCC[P+](c2ccccc2)(c2ccccc2)c2ccccc2)cc1)c1ccc2c(c1)OCCO2	-43*	-15*	-68*	-0.7*	7.5*	-18*	-98*	-5.2*
CC(C)C[C@H](NC(=O)[C@H](CC(C)C)n1ccc2c(ccn2C)c1=O)B(O)O	82	54	68	60	100	83	41	64
CC(C)CC(C#N)C(N)=O (configuration not stated)	102	87	95	105	106	103	102	110
CC12CC[C@@H]3[C@]4(C)COC(c5cccc(Br)c5)O[C@@H]4CC[C@@]3(C)[C@@H]1CC(C1=CCOC1=O)O2 (some centres not stated)	94	92	78	110	93	62	37	77
CC(C)c1nc2c(c(=O)n(C)c(=O)n2C)n1C	96	108	98	115	118	97	107	93
O=C(C1=Cc2cccn2Cc2cnnn21)c1ccc(O)cc1	104	106	102	103	95	93	104	99
O=C(C(c1ccccc1)c1ccccc1)N1CCN(S(=O)(=O)c2ccccc2)CC1	104	100	107	118	99	91	100	109
COc1cc(C(=O)CCN(C)C)cc(OC)c1OC	98	98	95	107	108	107	104	99
Cc1cc(=O)[nH]c(SCC(=O)Nc2nc(-c3ccccc3)cs2)n1	98	96	98	121	111	102	98	104
CC1=C(CCN2CCCCC2)C(=O)N2N=C(c3ccc(Cl)cc3)SC2N1 (configuration not stated)	119	98	98	106	103	88	102	97
Cc1ccccc1N=Nc1c(S(=O)(=O)O)cc2cc(NC(=O)Nc3ccc4c(O)c(N=Nc5ccc6cc(S(=O)(=O)O)ccc6c5)c(S(=O)(=O)O)cc4c3)ccc2c1O	113	98	91	111	117	121	106	108
Going on with the list:
SMILES	SK-MEL-2	MALME-3M	LOX IMVI	SK-MEL-28	HS 578T	UACC-62	SK-MEL-5	UACC-257
CCOC(=O)/C=C1/SC(N2CCCCC2)C(=O)N1CC (configuration not stated)	82	84	92	111	122	101	93	104
O=C1CCC23N=CC(c4ccc(Cl)cc4)(O2)C(=O)c2ccccc2N13 (configuration not stated)	123	99	95	105	98	95	100	102
COc1ccc(CNc2ccc(NCc3ccc(OC)c(OC)c3OC)cc2)c(OC)c1OC	81	105	93	118	95	99	99	92
O=C(Nc1ccc(-n2cc(-c3ccncc3)c(-c3ccc(O)c(Cl)c3)n2)cc1)c1cc(Cl)cc(Cl)c1	7.8*	34	1.2*	53	x	66	2.6*	67
c1ccc2c(c1)OCCC2(c1c[nH]c2ccccc12)c1c[nH]c2ccccc12	64	97	71	87	71	47	80	71
FC(F)(F)Sc1ccc(/C=C/c2cc(/C=C/c3ccc(SC(F)(F)F)cc3)on2)cc1	87	103	93	113	108	93	106	88
C=C(C)[C@@H]1CC[C@]2(CO)CC[C@]3(C)[C@H](CC[C@@H]4[C@@]5(C)CC[C@H](O)C(C)(C)[C@@H]5CC[C@]43C)[C@@H]12	82	63	32	x	x	60	-60*	6.9*
COc1ccccc1N1C(=O)CSC1=S	93	102	90	82	68	99	95	91
Cn1c2ncccc2c2c3c(c4c5ccccc5ccc4c21)C(=O)NC3=O	130	73	106	86	102	97	92	93
C[C@@]1(O)CCCC[C@H]1O	125	111	107	114	117	113	103	91
COC(=O)c1nc(=S)[nH]c(C(=O)OC)c1C(=O)c1cccnc1	104	94	95	113	82	95	97	113
CCCCC(C(=O)O)c1ccccc1 (configuration not stated) (tested in a mixture with another compound)	86	97	86	110	97	102	110	99
COc1ccc(CCNC(=O)c2c(C)n([O-])c3ccc(F)cc3[n+]2=O)cc1	81	112	93	115	88	92	100	106
COc1ccc(-n2cc(CSc3nnc(Cn4c(C(F)(F)F)nc5ccccc54)o3)nn2)cc1	106	102	95	98	91	88	97	92
Nc1nc(SCc2ccc([N+](=O)[O-])cc2)c2ncn(C3OC(CO)C(O)C3O)c2n1 (configuration not stated)	102	120	95	108	97	92	103	97
Cc1cc(=O)c2c(C)ccc(C)c2[nH]1	104	102	98	109	108	96	110	81
